CaV13 FRET inh: Primary screen for inhibitors of IQ motif and Ca2+-dependent inactivation inhibitor domain binding in CACNA1D, Förster resonance energy transfer in living cells, … | HEK cells, CFP/YFP FRET ICDI-IQ, plate reader, 10 min; percent FRET-ratio fall versus neutral wells | inhibition, % at 12.3 µM | 0.098% of 340,000 active | AID 743397;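 active = mean replicate inhibition of at least 30% and at least 1% of replicates passing that level; inconclusive = only one of the two criteria is met; inactive = neither criterion is met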;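 note: 0% = median of the neutral control wells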
aDG glyco up: alpha-DG glycosylation activation. Pro5-aDG cells, alpha-DG glycosylation AlphaScreen (IIH6); 0% Pro5, 100% B10-LARGE cell signal. activation, % at 10 µM. 0.22% of 360,000 active. AID 624168;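 active = activation of at least 8% versus controls, or a plate z-score of at least 8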;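 note: Pro5 are CHO cells carrying HIG-tagged alpha-DG that lacks glycosylation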
PDI inh: inhibitors of human protein disulfide isomerase | AID 588391 | inhibition, % at 10 µM | PDI insulin aggregation turbidity, A650, 90 min | P07237 | 0.052% of 350,000 active;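 active = mean inhibition across replicates of 30% or more, whatever share of single replicates reach that level; inconclusive = mean inhibition below 30% while every single replicate reaches 30%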;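 note: absorbance from insulin aggregation driven by PDI reduction with DTT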
ABCB6 inh 2: human ABCB6 transporter inhibition. 0.19% of 360,000 active. K562-ABCB6 porphyrin accumulation, flow cytometry, 1 h; hits give low values. AID 602162. fluorescence ratio to DMSO, % at 10 µM;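 active = fluorescence ratio to DMSO below 75%, the collection mean minus 3 SD; inconclusive = too few cells collected in the well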;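 note: signal is porphyrin accumulated inside mitochondria; 100% equals median channel fluorescence of DMSO control wells; lower ratio means ABCB6 inhibition with less porphyrin fluorescence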
Target sequence (Q9NP58 whole entry, looked up): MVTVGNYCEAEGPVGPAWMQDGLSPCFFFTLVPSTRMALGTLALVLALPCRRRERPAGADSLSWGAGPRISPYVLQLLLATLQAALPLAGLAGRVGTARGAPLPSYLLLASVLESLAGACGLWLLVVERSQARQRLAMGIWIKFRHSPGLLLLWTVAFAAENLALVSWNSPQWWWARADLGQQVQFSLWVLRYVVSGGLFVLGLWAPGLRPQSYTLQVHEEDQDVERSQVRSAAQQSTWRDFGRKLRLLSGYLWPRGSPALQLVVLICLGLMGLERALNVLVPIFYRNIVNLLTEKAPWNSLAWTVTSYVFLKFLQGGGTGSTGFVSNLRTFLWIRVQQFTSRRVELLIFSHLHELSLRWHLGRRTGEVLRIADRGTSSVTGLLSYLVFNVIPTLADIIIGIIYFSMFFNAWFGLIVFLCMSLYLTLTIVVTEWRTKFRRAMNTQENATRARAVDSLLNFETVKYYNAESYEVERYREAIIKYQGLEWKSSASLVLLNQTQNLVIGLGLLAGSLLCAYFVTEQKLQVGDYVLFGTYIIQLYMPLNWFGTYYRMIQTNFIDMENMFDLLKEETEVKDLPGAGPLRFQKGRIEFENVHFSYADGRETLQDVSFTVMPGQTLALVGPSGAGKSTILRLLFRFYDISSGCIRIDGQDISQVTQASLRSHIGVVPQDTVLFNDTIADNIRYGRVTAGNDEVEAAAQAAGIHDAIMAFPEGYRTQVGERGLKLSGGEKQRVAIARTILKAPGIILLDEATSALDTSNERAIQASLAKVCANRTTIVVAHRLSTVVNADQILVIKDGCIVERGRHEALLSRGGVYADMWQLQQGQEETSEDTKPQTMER
Cardio protect: modulators protecting cardiomyocytes from myocardial damage. H9c2 cardiomyocytes, H2O2 injury protection, ATPLite, 2 h. protection from H2O2 cell death, % at 20 µM. 0.63% of 360,000 active. AID 588492;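 active = compounds giving at least 50% protection of heart cells from peroxide-induced death in the single-dose screen, raw or plate-pattern-corrected value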;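 note: 0% = DMSO wells with peroxide and 100% = DMSO wells without peroxide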
Vif inh: HIV Vif inhibition; HEK293T cells, Vif self-association by quenched fluorescence, imaging, 24 h; inhibition, % at 7.49 µM; 0.35% of 340,000 active; AID 602346; in the data active = inhibition above about 50%, passing the limit was not always enough; inconclusive = no clear call, values can overlap the other calls; inactive = below about 31%; note: some results filed as inactive read as strong as hits
Granule exo inh: lytic granule exocytosis inhibition | 0.66% of 360,000 active | inhibition, % at 10 µM | TALL-104 LAMP-1 surface exposure, flow cytometry; cells stimulated with thapsigargin and PMA;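 active = inhibition above about 55%, limit read from the data; inconclusive = no clear call, values can overlap the other calls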
Glyco luc inh: blocks N-linked glycosylation in D54 reporter cells; D54 ERlucT glycosylation luciferase reporter, 24 h; percent of 100 nM tunicamycin response; reporter increase, % at 12.5 µM; 0.23% of 360,000 active; AID 588692;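 active = mean luciferase reporter signal, scaled so untreated is 0 and the glycosylation-blocking control 100, at or above a set limit in every replicate; inconclusive = mean reaches the limit but not every replicate does; inactive = mean below the limit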;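 note: luciferase carries N-glycosylation sites so blocking glycosylation raises the light; 0% = median of neutral control wells and 100% = median of 100 nM tunicamycin wells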
HTR2A ag: agonists of mouse serotonin 5-HT2A receptor (HTR2A) | CHO-K1 mHTR2A beta-arrestin complementation, luminescence; percent of 30 µM serotonin response | activation, % at 7.6 µM | 0.66% of 360,000 active | P35363;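 active = activation above a run cutoff, the mean activation of all tested compounds plus 3 SD, cut at about 14% in these data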;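 note: 0% = plate median of compound wells and 100% = 30 µM serotonin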
iPSC survival up: increases survival of single human iPS cells; hiPSC single-cell survival, ATPlite luminescence; 100% = ROCK inhibitor wells, 0% = DMSO; survival enhancement, % at 20 µM; 0.044% of 360,000 active; AID 602274; in the data active = survival enhancement above about 18%;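 note: cells exposed to compounds for 16 hours before the ATP read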
Starred values were filed as active, the others as inactive; ? = inconclusive; nt = no result given.

SMILES | CaV13 FRET inh | aDG glyco up | PDI inh | ABCB6 inh 2 | Cardio protect | Vif inh | Granule exo inh | Glyco luc inh | HTR2A ag | iPSC survival up
O=C(NCCCN1CCOCC1)c1cc(C(=O)C2CC2)c[nH]1 | -4 | 0.0 | 2 | 89 | -1 | -11 | 4 | 2 | 0 | 2.3
CSc1nc2cc(S(=O)(=O)N3CCCCC3)ccc2s1 | -18 | 0.2 | -7 | 95 | 1 | ? | -1 | -4 | -8 | 2.7
COc1ccc(CN(C)C[C@@H]2OCc3cnnn3CCCC(=O)N([C@@H](C)CO)C[C@H]2C)cc1 | -2 | -0.3 | -3 | 97 | 6 | nt | 7 | -1 | -1 | 0.9
Cc1ccc(CNC(=O)Cn2cccc2C(=O)c2ccccc2)cc1 | nt | 0.0 | 4 | 97 | 6 | 28 | -1 | -1 | 0 | -1.3
CCCCc1nc(SCC(=O)N2CCCC2)c2c(=O)n(C)c(=O)n(C)c2n1 | nt | -0.1 | -2 | 103 | 16 | 2 | 6 | 2 | -6 | 0.0
CCCCCN(C(=O)CCC(=O)OCCOc1ccccc1Cl)c1c(N)n(CCCC)c(=O)[nH]c1=O | -4 | 0.0 | 6 | 99 | 4 | -8 | -7 | 1 | 2 | 0.9
Cc1cccc(NS(=O)(=O)c2ccc3c(c2)NC(=O)CC(=O)N3)c1 | -21 | 0.1 | -5 | 102 | 10 | 11 | 1 | 0 | 5 | -0.4
Cc1ccc(-c2nc3sc4c(c3c(=O)n2N)CCCC4)cc1 | -8 | -0.2 | -6 | 91 | 16 | -6 | -1 | -7 | -1 | -2.3
COc1ccc(C)cc1NC(=O)CN1CCN(CC(=O)Nc2ccccc2F)CC1 | 0 | 0.4 | -4 | 93 | 2 | -4 | -1 | -2 | -2 | -2.4
Cc1nn(Cc2ccc(Cl)cc2)c(C)c1NC(=O)c1c(-c2ccccc2)noc1C | -6 | 0.5 | 6 | 102 | 5 | -10 | 1 | -3 | 4 | 1.5
CN(Cc1cccc2cnccc12)C(=O)c1cc(COc2ccc(F)cc2Cl)on1 | -13 | -0.1 | -1 | 99 | -7 | -14 | 16 | -4 | 1 | -0.2
O=C(COC(=O)/C=C/c1ccc(Cl)cc1)NCc1cccs1 | -5 | -0.2 | -8 | 98 | -7 | -2 | -4 | 1 | -4 | -1.5
CC(C)CC(NC=C1C(=O)OC(C)(C)OC1=O)C(=O)O (stereo unspecified) | -3 | -0.1 | -5 | 98 | 21 | nt | 1 | 2 | 5 | 4.1
CCNS(=O)(=O)c1ccc(NC(=S)NCc2ccco2)cc1 | -4 | 0.1 | -17 | 105 | 2 | 0 | -3 | 2 | -3 | 0.4
C=CCc1c(C)nc2c(C)cccc2c1SC(=N)N | -5 | -0.2 | 0 | 103 | 1 | -4 | 13 | 0 | -5 | -0.1
O=C(O)c1ccc(N2C(=O)/C(=C/C=C/c3ccccc3)SC2=S)cc1 | -8 | 0.3 | -2 | 104 | -1 | 2 | 8 | 0 | 2 | -0.8
CN(C)c1ccc(CNc2nc3ccccc3n2C)cc1 | -4 | 0.1 | -3 | 95 | -3 | 10 | -8 | -4 | -6 | -2.9
O=C(c1ccc2n[nH]nc2c1)N1CCN(c2ccc(C(F)(F)F)cn2)CC1 | -17 | 0.3 | -8 | 89 | -7 | -1 | -9 | 2 | 1 | -0.6
CC(C)(C)c1ccc(OCCC(=O)NCC(c2cccs2)N2CCOCC2)cc1 (stereo unspecified) | -7 | 0.8 | -4 | 100 | -2 | -3 | 22 | -1 | 1 | -0.4
CCCC1CCC(=NNS(=O)(=O)c2ccc(C)c([N+](=O)[O-])c2)CC1 (stereo unspecified) | -5 | 0.0 | 0 | 95 | -6 | -4 | 3 | -1 | 0 | -0.4
O=C(c1ccc(Cl)cc1)C1CCN(C(=O)c2ccccc2F)CC1 | -2 | 0.0 | 2 | 104 | -1 | 1 | -1 | 1 | 2 | -0.2
Cc1nc2scc(C)n2c(=O)c1S(=O)(=O)NCc1ccccc1 | -7 | -0.2 | -7 | 99 | 0 | -2 | -1 | 0 | -3 | -0.5
Cc1ccc(N2C(=O)CSC2c2cccnc2)c(Cl)c1 (stereo unspecified) | -4 | 0.1 | 2 | 97 | 2 | 2 | -4 | 6 | 4 | 0.0
Cc1c(NC(=S)NC(=O)c2cc3ccccc3o2)c(=O)n(-c2ccccc2)n1C | -3 | -0.2 | 1 | 91 | -1 | -5 | -4 | 0 | -3 | 5.4
CCc1ccc(NC(=O)CCC(=O)c2ccccc2)cc1 | -2 | -0.1 | -15 | 98 | -2 | -11 | -2 | 0 | 4 | -0.1

3 entries already listed, ordered by count of non-hydrogen atoms, ascending:
SMILES | CaV13 FRET inh | aDG glyco up | PDI inh | ABCB6 inh 2 | Cardio protect | Vif inh | Granule exo inh | Glyco luc inh | HTR2A ag | iPSC survival up
CSc1nc2cc(S(=O)(=O)N3CCCCC3)ccc2s1 | -18 | 0.2 | -7 | 95 | 1 | ? | -1 | -4 | -8 | 2.7
CCc1ccc(NC(=O)CCC(=O)c2ccccc2)cc1 | -2 | -0.1 | -15 | 98 | -2 | -11 | -2 | 0 | 4 | -0.1
Cc1nn(Cc2ccc(Cl)cc2)c(C)c1NC(=O)c1c(-c2ccccc2)noc1C | -6 | 0.5 | 6 | 102 | 5 | -10 | 1 | -3 | 4 | 1.5

Entries of single compounds, looked up by structure:
Entry for CCCC1CCC(=NNS(=O)(=O)c2ccc(C)c([N+](=O)[O-])c2)CC1 (stereo unspecified) = CaV13 FRET inh: -5; aDG glyco up: 0.0; PDI inh: 0; ABCB6 inh 2: 95; Cardio protect: -6; Vif inh: -4; Granule exo inh: 3; Glyco luc inh: -1; HTR2A ag: 0; iPSC survival up: -0.4
Entry for Cc1nn(Cc2ccc(Cl)cc2)c(C)c1NC(=O)c1c(-c2ccccc2)noc1C = CaV13 FRET inh: -6; aDG glyco up: 0.5; PDI inh: 6; ABCB6 inh 2: 102; Cardio protect: 5; Vif inh: -10; Granule exo inh: 1; Glyco luc inh: -3; HTR2A ag: 4; iPSC survival up: 1.5
Entry for Cc1nc2scc(C)n2c(=O)c1S(=O)(=O)NCc1ccccc1 = CaV13 FRET inh: -7; aDG glyco up: -0.2; PDI inh: -7; ABCB6 inh 2: 99; Cardio protect: 0; Vif inh: -2; Granule exo inh: -1; Glyco luc inh: 0; HTR2A ag: -3; iPSC survival up: -0.5

Next records:
SMILES | CaV13 FRET inh | aDG glyco up | PDI inh | ABCB6 inh 2 | Cardio protect | Vif inh | Granule exo inh | Glyco luc inh | HTR2A ag | iPSC survival up
Cc1oc(-c2cccc(Cl)c2)nc1CN1CCC(C(=O)N2CCN(c3ccccc3F)CC2)CC1 | -3 | 0.1 | nt | 101 | -14 | 3 | 1 | -1 | -2 | 0.4
COc1ccccc1C(=O)N/C(=C\c1cn(S(=O)(=O)N(C)C)c2ccccc12)C(=O)N1CCCCC1 | -2 | -0.5 | 11 | 95 | 31 | 3 | 33 | -4 | -4 | -0.2
COc1c(C)cc(C(=O)C2CCCN(C(=O)c3ccc4[nH]ccc4c3)C2)cc1C (stereo unspecified) | -3 | 0.0 | 8 | 102 | -8 | 5 | 2 | 0 | 7 | -0.2
O=C(NCc1cccnc1)c1cc(C2CCCN(S(=O)(=O)c3cccc4cccnc34)C2)on1 (stereo unspecified) | -8 | -0.3 | -2 | 80 | -7 | -14 | -3 | 1 | -3 | 3.1
O=C(COC(=O)c1cccc(S(=O)(=O)N2CCCCC2)c1)NC1CCCc2ccccc21 (stereo unspecified) | -6 | 0.0 | 1 | 98 | 3 | 2 | -1 | 1 | 3 | -2.6
CCOC(=O)C1CCN(c2nc(-c3ccc(C)cc3)nc3ccccc23)CC1 | -6 | 0.0 | 2 | 100 | -3 | -10 | -2 | 2 | 7 | -0.7
COC(=O)COc1ccc2cccc(-n3cnnn3)c2c1 | -3 | 0.2 | 1 | 97 | 7 | 5 | 1 | 2 | 3 | 0.4
COc1ccc(-n2c(SCC(=O)NC3CC3)nc3ccccc3c2=O)cc1OC | -2 | 0.0 | -7 | 103 | 1 | ? | -2 | 0 | 5 | 4.1
N#Cc1c([N+](=O)[O-])cc([N+](=O)[O-])cc1S(=O)(=O)Cc1ccccc1 | -7 | -0.2 | 8 | 104 | -28 | -5 | -1 | -11 | -6 | 5.7
COC1=Nc2ccccc2/C=C\c2ccccc21 | -7 | 0.2 | -4 | 98 | 1 | -4 | -3 | -4 | -1 | -1.5
COC1=C/C(=C/c2c(O)c(C#N)c3ccccn23)C=CC1=O | -25 | 0.0 | 1 | 123 | 0 | ? | -3 | 3 | 20* | -0.4
CS(=O)(=O)NNC(=O)C1Cc2c(ccc3ccccc23)O1 (stereo unspecified) | -19 | 0.1 | -4 | 101 | 4 | -3 | 1 | 3 | -6 | -0.2
Cc1ccc(C(=O)N/C(=C\c2cccs2)C(=O)NCc2ccncc2)cc1 | -5 | -0.1 | -2 | 105 | 8 | -1 | 7 | 3 | 2 | 1.1
Cn1nnnc1SCC(=O)NC1CCCc2ccccc21 (stereo unspecified) | -5 | -0.3 | -2 | 89 | -4 | 9 | -1 | 1 | 3 | 0.2
Cc1ccc(-n2cc(CNCCCN3CCCC3=O)c(-c3ccc(F)cc3)n2)cc1 | 5 | 1.8 | -2 | 99 | 2 | 5 | 7 | 2 | -2 | -2.7
COc1ccccc1N1CCN(Cc2cc(=O)n3ccsc3n2)CC1 | nt | 0.0 | -4 | 95 | 42 | 3 | -2 | -3 | 0 | 0.6
Cn1nnc(NC(=O)c2cccc(OCc3ccccc3)c2)n1 | -4 | 0.3 | 4 | 100 | -2 | 2 | 4 | -4 | 1 | 1.5
Cc1nn(-c2ccccc2)c(C)c1NC(=O)CCl | -7 | 0.2 | 11 | 96 | -6 | 1 | 0 | 13 | 3 | -0.6
CCNC(=S)NNC(=O)c1cc(-c2ccccc2C)nc2ccccc12 | nt | 0.1 | -3 | 105 | 1 | -2 | -1 | 1 | -2 | 1.0
CCCNC(=O)C1(C)CCCN(Cc2ccc(C(=O)OCC)o2)C1 (stereo unspecified) | -5 | -0.1 | -3 | 103 | -5 | nt | -7 | -2 | -2 | 6.9
COC(=O)COc1ccc(S(=O)(=O)N2CCN(c3ccccc3F)CC2)cc1C | -3 | 0.0 | 2 | 90 | -17 | 7 | -1 | 1 | 0 | -3.0
COc1ccc(N2CCN(C(=O)CNS(=O)(=O)c3ccc(C)c(C)c3)CC2)cc1 | -5 | 0.1 | 6 | 96 | -3 | 33 | 3 | 0 | -2 | 0.7
CCOC(=O)Cc1csc(NC(=O)c2ccc(C)o2)n1 | -7 | 0.6 | -13 | 95 | -7 | 6 | 2 | 1 | 0 | 5.1
Cc1onc(-c2ccccc2Cl)c1C(=O)NNC(=O)c1nn(C)cc1Cl | -6 | 0.8 | 0 | 94 | -1 | 4 | 2 | 2 | 0 | 0.0
CCOC(=O)c1ccc(NC(=O)CCc2c(C)nc3ncnn3c2C)cc1 | -5 | 0.2 | 6 | 88 | 0 | -7 | -6 | -1 | -1 | 2.2
COC(=O)COc1ccc2c(c1)O/C(=C\c1ccco1)C2=O | -4 | 0.0 | -5 | 99 | 0 | 3 | 29 | 0 | -9 | -0.4
C/C(Cc1ccccc1)=N\NC(=O)CNC(=O)c1cccc(F)c1 | -4 | 0.1 | 1 | 95 | 1 | 0 | -2 | 1 | 2 | 0.2

Screening data: PubChem, several laboratories
